# Screening results from PubChem BioAssay.
# CatB block: human cathepsin B inhibitors, primary screen, biochemical, fluorogenic substrate. 0.1% of 63,000 active. purified cathepsin B, fluorescence. AID 453, 2006. P07858. inhibition, %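 (tested at 10 µM)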; in the data active means inhibition above about 21%;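 further: 0% = enzyme with no compound and 100% = no enzyme blank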
# HER2 expr 66K: inhibitors of Her2 protein expression, primary screen, SKBR-3 cells, AlphaScreen, 66K library | SKBR-3 HER2 protein level, 18-24 h; hits give low values | HER2 level % of control, % at 10 µM | 0.69% of 65,000 active;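 active means HER2 level under 5% of the carrier-only control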;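 further: 100% = DMSO carrier and 0% = 500 nM PU-H71 HSP90 inhibitor; lower value means stronger loss of Her2 protein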
# C1s block: complement C1s protease inhibitors, primary screen, biochemical, 10-compound mixtures | Complement C1s subcomponent (Homo sapiens), P09871 | mean inhibition % of two 10-compound mixtures (hits give high values), % at 5 µM (by protocol) | 0.16% of 62,000 active | AID 538, 2006 | purified C1s, fluorogenic AMC substrate, pooled mixtures;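 active means inhibition above 20% in each of the two 10-compound mixture wells holding the compound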;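 further: 0% = enzyme wells lacking compound mixture and 100% = no-enzyme blank wells; some compounds called inactive have numbers as strong as hits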
# PKA kinase inh: inhibitors of human PKA kinase activity, primary screen, biochemical, ATP-depletion luminescence, Kemptide substrate. inhibition, % at 6 µM. cAMP-dependent protein kinase catalytic subunit alpha (Homo sapiens), P17612. 0.1% of 65,000 active. PKA Kemptide phosphorylation, Kinase-Glo ATP luminescence;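 active means inhibition above the screen-wide mean inhibition plus 3 SD, cut at about 21% in these data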; further: many of its hits are not listed in these tables
# CatG inh: human cathepsin G inhibitors, primary screen, biochemical, pooled compound mixtures, AMC fluorescence | inhibition, % at 5 µM (by protocol) | purified enzyme, AMC-tetrapeptide fluorescence | P08311 | AID 581, 2007 | 0.2% of 62,000 active;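 active means inhibition above 20% in each of the two mixture wells holding the compound; inactive means inhibition of 20% or less in either well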;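 further: 0% = enzyme control without mixture and 100% = blank lacking enzyme; strong numbers were not always called active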
# Target sequence (P08311 21-244 limits assumed): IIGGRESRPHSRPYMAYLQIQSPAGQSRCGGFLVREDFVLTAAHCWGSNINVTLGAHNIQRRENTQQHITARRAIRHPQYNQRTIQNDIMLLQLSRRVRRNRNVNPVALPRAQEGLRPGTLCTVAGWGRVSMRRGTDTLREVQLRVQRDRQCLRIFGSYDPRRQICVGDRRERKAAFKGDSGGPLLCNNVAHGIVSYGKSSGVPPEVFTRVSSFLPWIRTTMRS
# ROCK2 inh: inhibitors of human ROCK2 kinase, primary screen, biochemical, high-throughput, luminescence | Rho-associated protein kinase 2 (Homo sapiens), O75116 | 0.35% of 60,000 active | inhibition, % at 6 µM | purified ROCK2, Kinase-Glo ATP depletion luminescence;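 active means inhibition above the screen-wide mean inhibition plus 3 SD, cut at about 18% in these data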;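 further: plate controls were DMSO wells for no effect and Y-27632 control wells after no-enzyme background subtraction for full effect; many of its hits are not listed in these tables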
# CatS block: inhibitors of human cathepsin S, biochemical, compound mixtures. P25774. recombinant cathepsin S, AMC dipeptide fluorescence, pooled mixtures. inhibition, %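 (tested at 5 µM per compound within 10-compound mixtures)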. 0.06% of 62,000 active. AID 501, 2006; in the data active means inhibition above about 32%, passing the limit was not always enough;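 further: 0% = enzyme without compound and 100% = blank without enzyme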
# Target sequence (P25774 115-331 limits assumed): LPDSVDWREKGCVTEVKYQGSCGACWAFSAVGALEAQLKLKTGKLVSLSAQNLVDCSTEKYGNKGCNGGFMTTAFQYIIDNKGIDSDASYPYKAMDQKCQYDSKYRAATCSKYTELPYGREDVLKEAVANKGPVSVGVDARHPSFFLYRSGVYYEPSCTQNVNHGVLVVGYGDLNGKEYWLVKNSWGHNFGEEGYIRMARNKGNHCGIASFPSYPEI
# CatB mixtures: cathepsin B inhibitors from pooled compounds, primary screen, biochemical, compound mixtures, AMC fluorescence | P07858 | Purified cathepsin B, AMC dipeptide fluorescence | inhibition, %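 (ten-compound pools at 5 µM per compound and 50 µM total)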 | 0.06% of 62,000 active | AID 488, 2006; in the data active means inhibition above about 22%, passing the limit was not always enough;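 further: 0% = enzyme without compound and 100% = no enzyme blank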
# CatL inh: inhibitors of human cathepsin L, biochemical | Procathepsin L (Homo sapiens), P07711 | purified cathepsin L, fluorogenic substrate, fluorescence | inhibition, %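 (tested at 10 µM)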 | 0.17% of 58,000 active | AID 460, 2006; in the data active means inhibition above about 45%;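 further: 0% = enzyme with no compound and 100% = no enzyme blank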
# Target sequence (P07711 114-288 limits assumed): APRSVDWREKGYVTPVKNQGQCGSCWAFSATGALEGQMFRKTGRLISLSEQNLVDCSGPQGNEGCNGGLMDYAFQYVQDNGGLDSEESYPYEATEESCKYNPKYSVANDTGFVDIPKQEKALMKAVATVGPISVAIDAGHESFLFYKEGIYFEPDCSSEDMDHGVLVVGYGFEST
# Target sequence (P07711 292-333 limits assumed): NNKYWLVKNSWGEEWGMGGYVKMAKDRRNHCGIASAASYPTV
# * hit, by the source's call; x = not tested or not shown. The list is partial; count on the stated rates, not on these rows.
CatB block,HER2 expr 66K,C1s block,PKA kinase inh,CatG inh,ROCK2 inh,CatS block,CatB mixtures,CatL inh,SMILES
2,98,6,1,8,-2,-1,-1,7,COC(=O)c1ccc(-c2ccc(C(=O)N3CCCN(C)CC3)cc2)cc1
5,62,-2,2,9,x,17,4,x,CC1CN(C(=O)c2ccccc2C(=O)c2ncc[nH]2)CC(C)O1 (stereo not given)
4,80,4,10,13,15,-2,-6,-3,O=C1NC(=S)SC1=C1CCCCCC1
x,111,-60,5,4,3,12,0,19,Cc1ccc(S(=O)(=O)CNC(=O)c2ccccc2)cc1
0,115,3,5,7,4,11,3,-2,OCCNc1nc(N2CCN(Cc3ccccc3)CC2)nc2ccccc12
5,72,-8,-1,6,8,-6,0,2,CCC(C)C(NC(=O)OC(C)(C)C)C(=O)NC(C(=O)N1CCCC1C(N)=O)C(C)CC (stereo not given)
-5,116,-32,5,-5,3,-12,3,2,CCC(C)C(NC(=O)c1ccc(Cl)cc1)C(=O)O (stereo not given)
-2,112,-4,-7,2,-5,4,-2,2,CC(=O)c1cccc(S(=O)(=O)N(Cc2cc3cc4c(cc3[nH]c2=O)OCCO4)CC2CCCO2)c1 (stereo not given)
1,96,-3,-2,-3,-1,-4,-1,-3,O=c1[nH]c(=S)c2c(n1-c1ccccc1)CCC2
2,87,17,9,16,11,2,5,8,O=C(CSc1nnc(-c2cccnc2)n1Cc1ccco1)c1ccccc1
2,71,x,0,x,-10,x,x,-13,CSc1nc2sc3c(c2c2nnnn12)CCCC3
1,136,3,-4,3,-12,0,-1,1,O=C(NCCCN1CCCC1=O)c1cccs1
5,73,-16,7,18,5,12,4,-3,CCCOc1cc(C)c(S(=O)(=O)n2ccc(C)n2)cc1C
4,69,19,10,15,2,-3,8,13,Cc1ccc(-n2ncc3c(N4CCCC(C)C4)ncnc32)c(C)c1 (stereo not given)
0,90,-2,-3,-3,-5,0,0,3,CCOC(=O)c1ccc2ncc(C(=O)OCC)c(NCCCN3CCOCC3)c2c1
0,111,0,9,0,1,4,-2,12,COc1ccc(N2CCN(C(=O)c3ccc4c(=O)n(CC5CCCO5)c(=O)[nH]c4c3)CC2)cc1 (stereo not given)
-1,117,3,14,10,8,-6,-10,-5,Cc1cc2oc(C(=O)NC3CCS(=O)(=O)C3)c(C)c2cc1C (stereo not given)
2,138,-23,4,0,5,4,2,3,ON=C1/C(=N\O)CC2(C/C1=N/O)OCCO2
8,63,6,5,7,3,-2,1,6,Cc1cc(C)nc(Nc2n[nH]c(COc3ccc(Cl)cc3)n2)n1
-3,118,6,1,2,-1,-3,5,-12,COc1ccc(CC(=O)NC2CCN(CC(=O)N3CCCc4ccccc43)CC2)cc1OC

# Next part
CatB block,HER2 expr 66K,C1s block,PKA kinase inh,CatG inh,ROCK2 inh,CatS block,CatB mixtures,CatL inh,SMILES
11,62,-3,-2,0,-9,13,6,3,O=C(NC1CC1)c1cccc(Nc2ccc(-c3ccc4c(c3)OCCO4)nn2)c1
4,109,3,4,10,6,-3,3,0,CC(CN1CCNCC1)(NS(=O)(=O)c1ccccc1)c1ccccc1 (stereo not given)
7,93,-20,-1,0,-8,21,0,8,N#CCSc1nc2ccccc2c(=O)n1CCC(=O)NC1CCCCC1
8,107,7,13,38,6,16,0,14,Nc1[nH]ncc1C(=O)Nc1cccc(C(F)(F)F)c1
1,133,3,x,8,x,-9,-8,1,Cc1n[nH]c(C)c1N1C(=O)c2cccc3cc(Br)cc(c23)C1=O
-3,116,1,6,3,1,-10,8,-8,CCN1C(=O)c2cccc3c(N)ccc1c23
5,85,12,12,9,5,-2,0,11,COCCCn1c(SCC(=O)NCc2ccco2)nc2sc3c(c2c1=O)CCC3
7,82,-19,-4,-3,-2,5,2,5,COc1ccc(CN2CC(C(=O)NCCC3=CCCCC3)CC2=O)cc1 (stereo not given)
3,95,13,9,7,10,5,1,-3,COC(=O)C1=C(C)NC(=O)CC1c1cc(Br)ccc1F (stereo not given)
-2,48,15,-1,13,0,-3,3,4,O=C(CSc1n[nH]c(-c2ccccc2)n1)NC(=O)NCc1ccco1
2,97,-6,10,-6,5,7,4,4,CCCN1CCN(c2nc3c([nH]2)c(=N)ncn3CC(O)CO)CC1 (stereo not given)
0,104,-7,-6,1,-3,9,-2,4,Cc1cc(Cl)c(S(=O)(=O)NCCC(=O)O)cc1OCC(N)=O
3,109,2,8,11,6,19,4,x,COc1ccccc1-c1c(C)nn2c(C)cc(C)nc12
-4,146,-2,4,0,6,-6,-5,2,COc1ccc(N(CC(=O)NCCSC(C)(C)C)S(C)(=O)=O)c(OC)c1
-2,77,-11,-2,4,3,19,1,-6,O=c1cc(-c2ccccc2)c2ccc(O)c(CN3CCCCC3)c2o1
3,50,-7,12,8,8,5,-9,2,CSc1nc(N)nc(SCCS(=O)(=O)c2ccc(Cl)cc2)c1C#N
5,93,11,1,5,-3,-6,0,-3,CCOC(=O)c1ccccc1NC(=O)Cn1cnc2c(cnn2C(C)(C)C)c1=O
2,68,11,6,9,2,7,-2,12,Cc1onc(-c2ccccc2)c1C(=O)Nc1cc(C(F)(F)F)ccc1N1CCOCC1
5,163,-8,-2,5,0,-6,1,5,CC(C)c1nnc(SCC(=O)NCc2ccco2)n1C
1,83,-7,5,9,x,13,3,4,CSc1nc2ccccc2n1CC(=O)Nc1ccc(C)c(C)c1

# Among those listed so far, three have fluorine.
CatB block,HER2 expr 66K,C1s block,PKA kinase inh,CatG inh,ROCK2 inh,CatS block,CatB mixtures,CatL inh,SMILES
8,107,7,13,38,6,16,0,14,Nc1[nH]ncc1C(=O)Nc1cccc(C(F)(F)F)c1
3,95,13,9,7,10,5,1,-3,COC(=O)C1=C(C)NC(=O)CC1c1cc(Br)ccc1F (stereo not given)
2,68,11,6,9,2,7,-2,12,Cc1onc(-c2ccccc2)c1C(=O)Nc1cc(C(F)(F)F)ccc1N1CCOCC1

# More compounds:
CatB block,HER2 expr 66K,C1s block,PKA kinase inh,CatG inh,ROCK2 inh,CatS block,CatB mixtures,CatL inh,SMILES
1,86,3,x,5,x,-5,-2,-4,N#CCCn1nnc(-c2ccccc2F)n1
7,74,-10,5,-7,3,21,-1,14,CCC(CO)NC(=O)c1cccc(S(=O)(=O)N2c3ccccc3CC2C)c1 (stereo not given)
4,107,-7,0,26,1,20,-1,11,O=C(c1ccc(COc2ccc(Cl)cc2)o1)N1CCN(Cc2ccc3c(c2)OCO3)CC1
0,57,-23,14,-1,5,2,7,22,O=C(CSc1ncnc2nc[nH]c12)c1ccc(Cl)cc1
3,82,-17,2,-5,6,3,2,0,Cc1[nH]c(=O)[nH]c(=O)c1S(=O)(=O)N1CCN(c2cccc(Cl)c2)CC1
3,59,0,8,5,5,-8,0,13,CCCc1[nH]nc2c1C(c1ccc(OC)c(Cn3nnc4ccccc43)c1)C(C#N)=C(N)O2 (stereo not given)
3,46,14,-5,10,2,6,7,65*,Cc1cc(C)c2c(=O)n(CC(=O)NCCCN3CCN(c4ccccc4F)CC3)sc2n1
6,88,-17,8,10,6,-6,1,-2,Cn1c(=O)c(=O)n(C)c2cc(S(=O)(=O)N3CCC(Cc4ccccc4)CC3)ccc21
5,81,-18,-4,-7,-4,-13,2,2,Nc1nc(-c2ccc(Cl)cc2)cc(C(F)(F)F)n1
0,112,-16,-7,0,x,-11,-6,-1,CCOc1ccc(NC(=O)CN2CCC(NC(=O)C3CCCCC3)CC2)cc1
-1,107,14,5,10,4,-1,4,2,O=C1NCCN1C(=O)C12CC3CC(CC(C3)C1)C2
-2,49,4,12,6,5,-6,0,-1,COc1cccc(OC)c1C(=O)N1CCN=C1SCc1cccnc1
1,64,10,4,7,4,-8,3,x,COC(=O)c1ccc(CSc2nnc(-c3c[nH]c4ccccc34)n2C)o1
8,88,2,5,8,1,15,1,12,COc1cccc(-c2cc(C(=O)Nc3cnn(Cc4ccc(F)cc4)c3)no2)c1
0,98,4,-3,1,-3,-1,3,6,CCOc1nc(SCCOc2ccc(C)cc2)nc(N(C)C)n1
2,90,2,4,12,6,15,-5,-6,O=C(Nc1nc(-c2ccc(Cl)s2)cs1)c1cccs1
2,126,-45,-17,-3,-31,-6,-7,x,c1ccc(-c2noc(-c3ccncc3)n2)nc1
-4,105,-35,-5,-8,2,1,2,1,COc1ccc(C(=O)Nc2cccc(C(C)=O)c2)cc1S(=O)(=O)N1CCOCC1
-1,111,31*,1,11,2,1,1,14,O=C(Oc1ccc(-n2cnnn2)cc1)c1ccco1
2,105,-14,2,-14,1,2,2,0,CN(C)S(=O)(=O)N1CCc2ccccc21

# Next part.
CatB block,HER2 expr 66K,C1s block,PKA kinase inh,CatG inh,ROCK2 inh,CatS block,CatB mixtures,CatL inh,SMILES
3,90,1,13,5,4,-5,1,0,COc1cccc(C(=O)CSc2nnc(-c3cccs3)o2)c1
1,93,-42,10,-9,5,-10,-2,-8,CCOC(=O)Cc1c(C)nc2c(C#N)c(C)nn2c1C
5,100,-27,2,-5,-1,5,-1,13,CC1=C(C(N)=O)C(c2ccccc2)n2nc(-c3ccncc3)nc2N1 (stereo not given)
6,89,x,-8,x,-1,x,x,14,COc1cccc(N2CCN(C3CC(=O)N(c4cccc(Cl)c4)C3=O)CC2)c1 (stereo not given)
1,85,13,3,10,-3,1,2,-2,COc1ccccc1-c1nnc(NC(=O)C(C)SC2=NCCS2)s1 (stereo not given)
-1,75,-36,0,-2,2,0,6,1,OC1(c2ccc3c(c2)OCO3)CCN(Cc2ccccn2)CC1
5,94,10,4,14,3,-2,-5,19,CCN(CCCNC(=O)C1CCN(S(=O)(=O)c2cnc[nH]2)CC1)c1ccccc1
-4,92,-4,0,-2,5,7,0,x,CCn1c(SCC(=O)Nc2nc3ccccc3s2)nnc1-c1ccc(OC)cc1
2,128,13,8,12,4,1,5,-4,COc1ccc(CCNC(=O)CN2CCC(C(N)=O)CC2)cc1
3,161,-16,2,-9,7,13,7,12,N#Cc1c(-c2ccc3c(c2)OCO3)csc1N
-1,106,2,x,0,x,9,5,11,CCc1ccc(N2CC34C=CC(O3)C(C(=O)OC(C)C)C4C2=O)cc1 (stereo not given)
0,87,-24,8,5,5,9,0,3,Cc1cccc(C)c1NC(=O)N1CCN(C2CCCCC2)CC1
2,87,6,1,3,6,10,4,1,Cc1cc2ccccn2c1C(=O)c1ccncc1
-2,92,-2,-1,0,3,-2,3,2,OC(COc1ccc2cc(Br)ccc2c1)CN1CCCC1 (stereo not given)
-2,89,-44,5,-10,0,-9,-9,-9,O=S(=O)(Nc1ccc(Cc2ccncc2)cc1)N1CCCC1
-1,112,0,8,10,7,-13,2,10,CCC(C)COC(=O)c1ccc(C(=O)O)cc1 (stereo not given)
-1,100,-1,-1,2,x,1,2,-3,O=C(CCCn1c(SCC(=O)c2ccc(F)cc2)nc2ccccc2c1=O)NCc1ccco1
-3,70,2,1,7,8,-3,5,-11,Cc1cccc(N2CN=c3s/c(=C\c4ccncc4)c(=O)n3C2)c1
4,x,-9,x,9,x,5,7,16,CCCOc1ccc(NC2=CC(=O)CC(C)(C)C2)cc1
2,113,15,-1,10,2,11,4,12,CCOC(=O)c1sc2nc3n(c(=O)c2c1C)CCCCC3
3,90,-1,10,-2,6,4,3,x,COc1ccc(OC)c(N2C(=O)CC(C(C)c3ccccc3)C2=O)c1 (stereo not given)
3,106,-22,-7,-1,-6,14,0,-3,CCNC(=O)N1c2ccc(OCC)cc2C(C)=CC1(C)C
3,108,-1,5,-10,-2,-14,1,-27,COC(=O)c1[nH]c2ccc(F)cc2c1NC(=O)CCN1CCN(Cc2ccc3c(c2)OCO3)CC1
